Screening data from PubChem.
Tb PGK inh – T. brucei PGK inhibition | P07378 | PGK/GAPDH coupled, Kinase-Glo luminescence, 60 min | hit rate 0.043% among 380,000 | AID 602233 | Potency, µM (highest dose often 57.5 µM), without a hit: at the top dose activity change, negative = inhibition, usual class: inhibitors; note: potency is the fitted concentration of half-maximal effect; % is set by controls: 0 for no effect and ±100 for the full control effect; nearly all actives have a fitted effect of over 60% in size
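Luminescent ATP detection (Kinase-Glo Plus) follows a 60-minute room-temperature incubation, with wells lacking PGK as controls. Buffer: 100 mM TEA (pH 7.6), 5 mM MgCl2, 0.01% Tween-20. Coupling enzyme GAPDH (100 nM final) supplies unstable 1,3-BPG in-well.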
BLM helicase inh – inhibitors of human Bloom syndrome helicase BLM. recombinant BLM DNA unwinding, fluorescence dequenching. Potency, µM (doses to about 56.1 µM), for inactives: at the top dose activity change, negative = inhibition, usual class: inhibitors. P54132. hit rate 0.2% among 350,000;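 note: potency is the fitted concentration of half-maximal effect; plate controls were vehicle for no effect and no enzyme for full effect; nearly all actives have a fitted effect of over 35% in size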
RXFP1 antagonist – RXFP1 (human) relaxin receptor antagonism; AID 1259400; activity change, negative = inhibition, % at 57.5 µM; hit rate 0.59% among 350,000; HEK293-RXFP1, relaxin-stimulated cAMP HTRF, 30 min; hits give low values; Q9HBX9;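 active = activity change of -60% or lower, but not beyond a set lower limit; inconclusive = change between -60% and -40%, or beyond the set limit; inactive = change above -40%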; note: % is set by controls: 0 for no effect and ±100 for the full control effect
Pol iota inh – DNA polymerase iota (human) inhibition | hit rate 1% among 390,000 | Pol iota fluorescent replication assay, 10 min | AID 588590 | Q9UNA4 | Potency, µM (doses to about 115 µM), without a hit: top-dose activity, negative = inhibition, usual class: inhibitors; note: potency is the fitted concentration of half-maximal effect
Target sequence (Q9UNA4 whole entry, looked up): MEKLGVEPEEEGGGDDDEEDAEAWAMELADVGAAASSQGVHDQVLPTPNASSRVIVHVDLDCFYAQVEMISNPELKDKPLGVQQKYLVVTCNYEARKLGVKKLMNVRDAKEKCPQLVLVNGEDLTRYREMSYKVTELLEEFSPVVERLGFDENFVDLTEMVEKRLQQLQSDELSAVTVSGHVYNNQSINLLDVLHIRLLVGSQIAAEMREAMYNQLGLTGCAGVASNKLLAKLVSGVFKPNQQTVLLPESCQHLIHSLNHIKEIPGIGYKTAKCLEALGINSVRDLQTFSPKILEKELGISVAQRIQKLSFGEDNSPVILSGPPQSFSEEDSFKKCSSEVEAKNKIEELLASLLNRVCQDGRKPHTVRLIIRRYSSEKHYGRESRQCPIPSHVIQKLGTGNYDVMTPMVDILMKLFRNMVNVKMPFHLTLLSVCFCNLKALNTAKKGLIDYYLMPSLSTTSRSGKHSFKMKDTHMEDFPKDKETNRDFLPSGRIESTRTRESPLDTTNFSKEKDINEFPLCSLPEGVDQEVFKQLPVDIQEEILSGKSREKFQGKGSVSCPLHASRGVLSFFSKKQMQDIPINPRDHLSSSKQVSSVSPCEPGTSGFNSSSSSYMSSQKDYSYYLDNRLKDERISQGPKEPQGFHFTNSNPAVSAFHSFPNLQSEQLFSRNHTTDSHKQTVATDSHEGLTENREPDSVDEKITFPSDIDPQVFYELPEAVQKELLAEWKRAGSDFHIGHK
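Pol iota at 10 nM preincubated 15 min with compounds at room temperature; reaction started with fluorescent substrate, 50 nM final. Fluorescence read kinetically at 0 and 10 min; buffer-only wells as negative control.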
Apoferritin bind – candidate novel general anesthetic via apoferritin binding | AID 485281 | hit rate 0.074% among 350,000 | P02791 | apoferritin/1-aminoanthracene competitive binding, fluorescence | Potency, µM (titrated, usually from 77.5 µM), for inactives: at the top dose activity change, negative = displacement, most hits filed as inhibitors; note: potency is the fitted concentration of half-maximal effect; % is set by controls: 0 for no effect and ±100 for the full control effect; nearly all actives have a fitted effect of over 20% in size
Target sequence (P02791 2-175 limits assumed): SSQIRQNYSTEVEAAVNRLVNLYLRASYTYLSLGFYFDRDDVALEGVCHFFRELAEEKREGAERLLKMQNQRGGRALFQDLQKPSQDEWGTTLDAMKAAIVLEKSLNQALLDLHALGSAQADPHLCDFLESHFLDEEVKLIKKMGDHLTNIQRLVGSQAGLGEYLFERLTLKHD
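Steps: apoferritin (10 uM) was premixed with half-saturated 1-AMA in PBS, compounds were pin-transferred, plates stood 10 min at room temperature, fluorescence was read at 380/535 nm, and curves were fitted with a Hill equation.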
POLH inh – inhibitors of human DNA polymerase eta. Q9Y253. recombinant Pol eta, fluorescent DNA replication assay. hit rate 1.2% among 390,000. Potency, µM (highest dose often 114 µM), inactives show at the top dose activity change, negative = inhibition, usual class: inhibitors; note: potency is the fitted concentration of half-maximal effect; % is set by controls: 0 for no effect and ±100 for the full control effect
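Fluorescent replication assay: 50 nM final substrate added after a 15 min room-temperature compound preincubation with 10 nM enzyme. Signal taken at 0 min and again at 10 min.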
Pol kappa inh – blocks human DNA polymerase kappa activity | purified Pol kappa, fluorescent DNA synthesis assay, 10 min | hit rate 0.53% among 400,000 | Potency, µM (series often up to 107 µM), without a hit: top-dose activity, negative = inhibition, usual class: inhibitors; note: potency is the fitted concentration of half-maximal effect; % is set by controls: 0 for no effect and ±100 for the full control effect
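10 nM Pol kappa preincubated 15 min at room temperature with compounds, then reaction started with substrate at 50 nM final. Fluorescence read kinetically at 0 and 10 min; buffer-only wells served as negative control.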
Pol beta inh – DNA polymerase beta (human) inhibition; Pol beta primer extension/strand displacement, fluorescence kinetic; P06746; hit rate 1.3% among 340,000; Potency, µM (top dose mostly 114 µM), inactives show top-dose activity change, negative = inhibition, usual class: inhibitors; AID 485314; note: potency is the fitted concentration of half-maximal effect; % is set by controls: 0 for no effect and ±100 for the full control effect
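Curves were derived by four-parameter Hill fits of normalized qHTS data. The kinetic fluorescent primer-extension read was taken at 0 and 10 min after 50 nM substrate, following a 15 min room-temperature preincubation of 10 nM enzyme with compounds.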
APEX1 inh – inhibitors of human APE1 endonuclease; Potency, µM (series often up to 65.8 µM), inactives show at the highest dose activity change, negative = inhibition, hits mostly inhibitors; recombinant APE1, TAMRA/BHQ-2 abasic DNA cleavage fluorescence; hit rate 0.35% among 350,000;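 note: potency is the fitted concentration of half-maximal effect; plate controls were vehicle for no effect and reference inhibitor for full effect; nearly all actives have a fitted effect of over 55% in size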
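APE1 at 0.75 nM final was preincubated with compound 15 min at room temperature, then 50 nM double-stranded THF abasic-site substrate (5'-TAMRA/3'-BHQ-2) was added. Fluorescence (ex 525/em 598 nm) was read kinetically; third-minus-first read gave activity.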
The depositor's hits bear a star; i = inactive; ? = inconclusive; . = not tested or not shown; & = joins results of further samples; [ ] = dose if it differs, or a comment. Unless noted, calls come from the whole dose curve; as a rule, active = well fitted curve in the direction sought with a large enough effect; inconclusive = small, poorly fitted or top-dose-only effect, or another doubt; inactive = no such curve, though single readings can be large; an effect the other way counts as inactive or inconclusive. Not all compounds are listed, so the mix of outcomes need not match the whole.

SMILES	Tb PGK inh	BLM helicase inh	RXFP1 antagonist	Pol iota inh	Apoferritin bind	POLH inh	Pol kappa inh	Pol beta inh	APEX1 inh
O=C(CSc1nnc2ccc(-c3ccc(F)cc3)nn12)N1CCCC1	-5%	0%	8	10%	-19%	-36%	-3%	8%	-2%
CS(=O)(=O)N1CCC(C(=O)Nc2ccc(Cl)c(Cl)c2)CC1	0%	2%	-9	19%	-9%	-1%	-1%	1%	-2%
CS(=O)(=O)c1ccc(Cl)c(NC(=O)CCNC(=O)c2ccco2)c1	1%	0%	2	21%	-5%	-4%	0%	36%	21%
Cc1ccc(OCC(=O)Nc2ccc(S(=O)(=O)N(Cc3ccccc3)c3ccccc3)cc2)cc1	5%	-6%	2	10%	98%[activator]	-2%	-2%	10%	.
CCCC(=O)Nc1ccc(-c2nc3cc(C)c(C)cc3o2)c(O)c1	i	-4%	-7	-15%	3%	?	3%	-17%	-2%
Cc1ccc(N(CC(=O)NCc2ccc(Cl)cc2)S(=O)(=O)N(C)C)cc1	-3%	-1%	2	7%	-4%	-9%	-11%[60.1 µM]	1%	.
Cc1cc(=O)n2c3c(cccc13)CCC2	-8%	0%	4	-11%	-14%	-8%	2%	35%	3%
Nn1c(SCC(=O)N2CCOCC2)nnc1-c1ccco1	0%	-3%	-5	5%	-6%	-7%	4%	25%	-5%
COc1ccc(CNC(=O)CCNC(=O)c2ccco2)cc1OC	9%	.	-2	25%	.	-12%	-3%	.	0%
COCCCNC(=O)c1ccc([N+](=O)[O-])cc1	-8%	-1%	1	-15%	-4%	-11%	7%	37%	13%
O=C1NC(c2ccccn2)Nc2sc3c(c21)CCC3 (stereo not given)	-5%	-7%	-9	?	1%	?	-12%	1%	-4%
CCCc1nc2sc3c(=O)n(N)cnc3c2c2c1COC(C)(C)C2	.	5%	.	.	11%	.	.	2%	-1%
O=C(COc1ccc(C(=S)N2CCOCC2)cc1)Nc1ccccc1C(F)(F)F	-2%	-5%	-1	45%[activator]	-12%	-6%	3%	35%[activator]	1%
CCc1nnc(NC(=O)c2cccc(NC(=O)C(C)C)c2)s1	2%	0%	-3	17%	-14%	-4%	0%	4%	11%
O=C(Cn1nc(-c2cccc([N+](=O)[O-])c2)c2ccccc2c1=O)NCC1CCCO1 (stereo not given)	i	-1%	12	38%[activator]	?	-13%	7%	8%	14%
Cn1cc(CNC(=O)c2ccc(OC3CCN(Cc4ccccn4)CC3)cc2)cn1	2%	0%	4	-12%	-5%	-9%	-3%	8%	73%[activator]
CCOc1ccccc1CNS(=O)(=O)c1ccc2c(c1)oc(=O)n2C	-1%	-3%	-8	18%	-12%	-20%	2%	7%	-3%
NC(=O)C1(Nc2ccc(-c3ccc(Br)cc3)cc2)CCCC1	-2%	.	-13	-3%	.	-10%	-14%	.	.
CCCN(CCC)S(=O)(=O)c1cccc(C(=O)N=c2sccn2C)c1	-5%	-7%	-24	-12%	?	?	-10%	-1%	39%
O=C(CCC1CCCN(C(=O)C2=CCCCC2)C1)N1CCN(c2ccccn2)CC1 (stereo not given)	-7%	-3%	-19	-16%	-1%	-12%	-3%	?	-3%
Cc1cc(NC(=O)CCCC(=O)Nc2ccc(F)cc2)no1	1%	0%	4	-5%	-1%	0%	-10%	-2%	?
O=C(O)c1ccc(N/N=C/c2ccc(-c3ccccc3Cl)o2)cc1	i	-2%	10	32%[activator]	11%	?	-11%	4%	3%
Cc1ccc(C)c(N2CCN(S(=O)(=O)c3c(C)[nH]c(C)c3C(=O)N3CCCC3)CC2)c1	-9%	-1%	-17	-3%	-13%	-9%	3%	3%	-1%
COc1ccccc1N1CCN(CCn2c(=O)[nH]c3c([nH]c4ccccc43)c2=O)CC1	.	-6%	.	.	5%&7%	.	5%&4%&-6%[19.4 µM]	.	-17%&-2%&-5%
COCCn1nnnc1C(c1ccc(OC)c(OC)c1)N1CCN(C(=O)c2ccco2)CC1 (stereo not given)	11%	1%	0	-23%	8%	?	?	-14%	41%
COC(=O)c1c(NC(=O)c2ccco2)sc(C(=O)Nc2ccc(F)cc2)c1C	5%	-4%	4	38%[activator]	-7%	-14%	3%	19%	1%
O=C(Nc1ccc2nc3n(c(=O)c2c1)CCCC3)c1ccccc1F	i	-1%	2	0%	-1%	0%	-22%	3%	47%
COc1ccc(C(=O)Nc2nnc(SCC(=O)Nc3ccc(NC(C)=O)cc3)s2)c(OC)c1	6%	-12%	-4	17%	-1%	-7%	-1%	?	27%
O=c1cc(-c2ccccc2)oc2cc(O)ccc12	i	0%	6	-8%	-1%	-2%	-4%	.	-9%
CN(C)c1ccc(/C=N/NC(=O)c2ccnn2C)cc1	9%	-4%	-6	7%	-11%	-4%	-1%	-11%	6%
O=S(=O)(Cc1ccc(Cl)cc1)N1CCN(c2ncccn2)CC1	3%	-7%	-12	22%	0%	-12%	-12%	17%	17%
CC(CC(=O)Nc1ccc(F)c([N+](=O)[O-])c1)c1ccccc1 (stereo not given)	-3%	-6%	5	30%	?	-17%	-6%	-3%	2%
COC(=O)c1cc(NC(=O)CSc2nc(C)cc(=O)[nH]2)cc(C(=O)OC)c1	.	-3%	-17	58%[activator]	6%	-5%	-6%	5%	-8%
CCOC(=O)C1CCN(C(=O)C(=O)N2CCC(C(=O)OCC)CC2)CC1	.	-2%	-7	?	-8%	-7%	1%	7%	20%
CCCC1Cc2c(sc(NC(=S)NC(=O)c3ccccc3)c2C#N)CO1 (stereo not given)	.	2%	.	.	-7%	.	.	23%	-4%
COc1ccc(C(=O)NCC(=O)OCC(=O)Nc2c(C)n(C)n(-c3ccccc3)c2=O)cc1	4%	-6%	4	28%	-13%	-19%	-10%	?	2%
COc1ccccc1N(C)S(=O)(=O)c1ccc(C(=O)OCC(N)=O)cc1	-2%	-3%	-19	26%	-7%	-17%	4%	0%	15%
Cc1ccc(-n2cc(-c3ccccc3)c3c(N4CCCCC4)ncnc32)cc1	-12%	-3%	0	9%	4%	-24%	-1%[60.1 µM]	8%	.
O=C(c1cn(-c2ccccc2)nc1-c1ccccc1)n1nnc2ccccc21	-1%	-2%	0	-7%	-5%	-5%	-13%	10%	0%
Cc1cc(NC(=O)c2cc(-c3cccs3)on2)no1	3%	-1%	-20	-2%[58.9 µM]	-10%	3%	-4%	38%	9%
Oc1ccccc1N1CCN(CC(O)COCc2ccccc2Cl)CC1 (stereo not given)	-6%	-4%	3	-13%	-7%	3%	0%	0%	3%
CCC1Oc2ccccc2N(CC(=O)N2CCOCC2)C1=O (stereo not given)	6%	-22%	-9	40%[activator]	1%	-22%	7%	-19%	18%
Cc1ccc(S(=O)(=O)N2CCOCC2)cc1C(=O)NC1CCCCCC1	-1%	-7%	-2	141%[activator]	0%	0%	-4%	3%	31%
CC(=O)N1c2ccccc2NC2=C(C(=O)CC(C)(C)C2)C1c1cccn1C (stereo not given)	-2%	-3%	2	139%[activator]	-4%	-10%	-4%	5%	?
CN(C)CCCNC(=O)c1cc(Br)ccc1Cl	-5%	-4%	-9	2%	-12%	0%	-20%	33%	1%
CC(C)(C)c1ccc(C(=O)NNc2cc(N3CCOCC3)nc(N3CCOCC3)n2)cc1	-10%	-8%	0	103%[activator]	?	-19%	-10%	?	?
COc1ccc(CNC(=O)COC(=O)Cc2ccc(Cl)cc2Cl)cc1	-7%	-6%	12	-23%	-13%	-23%	-4%	3%	2%
COc1ccc(OC)c(NC(=O)Cn2cnc3c(oc4ccccc43)c2=O)c1	-6%	-2%	-4	31%[activator]	50%[activator]	-19%	-6%	-9%	.
NC(=O)C1CCCN(Cc2c(C(=O)N3CCc4ccccc4C3)nc3ccc(Cl)cn23)C1 (stereo not given)	-2%	-2%	8	-2%	-7%	-6%	1%	34%	29%
Cc1csc(=N)n1-c1ccc(Cl)cc1	-9%	-6%	5	-5%	11µM*	-12%	-8%	-4%	-1%
CCCCNC(=S)N1CCN(C(c2ccccc2)c2ccccc2)CC1	-10%	-11%	-4	100%[activator]	117%[activator]	-25%	-10%	0%	?
COc1ccc2c(c1)N(S(=O)(=O)c1ccccc1)CCC2=O	0%	1%	-5	1%	4%	-20%	-10%	41%	3%
CCNC(=O)NC(=O)COc1ccccc1C#N	-12%	2%	1	-4%	-12%	0%	-4%	11%	3%
Cc1ccc(C)c(S(=O)(=O)N2CCCOC2CNC(=O)C(=O)NC2CC2)c1 (stereo not given)	2%	0%	-9	24%	-3%	-21%	2%	36%	10%
COc1ccc2c(c1)[C@H]1[C@H](CO2)[C@H](c2ccccc2)[C@]2(C)C(=O)Nc3ccc(F)cc3C(=O)N12	-8%	.	.	1%	.	-16%	12%	.	15%
CCC(C)n1cnc2c(c1=O)c1nc3ccccc3nc1n2Cc1ccc2c(c1)OCO2 (stereo not given)	.	0%	.	.	-24%	.	.	-2%	-3%
CCc1ccccc1NC(=O)CSc1nnc([C@@H]2CCCN2C(=O)OC(C)(C)C)o1	i	-2%	-5	?	-12%	-15%	2%	23%	1%
O=C(CSc1nc2ccccc2c(=O)[nH]1)N1CCCCCC1	-6%	1%	2	4%	-23%	1%	-3%	9%	1%
Cc1nc(Nc2ccccc2)c2oc3ccc(Cl)cc3c2n1	-2%	-11%	-11	-25%	88%[activator]	-5%	-3%	43%	2%

Arranged by value in Pol iota inh (descending): three from the list above.
Molecule	Pol iota inh
NC(=O)C1CCCN(Cc2c(C(=O)N3CCc4ccccc4C3)nc3ccc(Cl)cn23)C1 (stereo not given)	-2%
CCNC(=O)NC(=O)COc1ccccc1C#N	-4%
Cc1nc(Nc2ccccc2)c2oc3ccc(Cl)cc3c2n1	-25%
